# Assay outcomes from PubChem BioAssay.
# Menin MLL FP TR – qHTS Assay for Inhibitors Targeting the Menin-MLL Interaction in MLL Related Leukemias: Competition With Texas Red Labeled MLL-derived Mutant Peptide; Potency, µM (doses to about 61.6 µM), for inactives: top-dose FP activity change, negative = inhibition, most hits filed as inhibitors; Menin + Texas Red MLL mutant peptide, fluorescence polarization; 270,000 compounds, 0.23% hits; active = well fitted inhibition curve with a large enough effect in the polarisation, with a control signal flat, not every such curve was filed as active; inconclusive = small, poorly fitted or top-dose-only effect, or effect the other way, or a change in a side signal; inactive = no such curve, though single readings can be large or run the other way; the % refers to the polarisation; also: % of control where 0% means no effect; many of its hits are not listed in these tables
# Target sequence (O00255 whole entry, looked up): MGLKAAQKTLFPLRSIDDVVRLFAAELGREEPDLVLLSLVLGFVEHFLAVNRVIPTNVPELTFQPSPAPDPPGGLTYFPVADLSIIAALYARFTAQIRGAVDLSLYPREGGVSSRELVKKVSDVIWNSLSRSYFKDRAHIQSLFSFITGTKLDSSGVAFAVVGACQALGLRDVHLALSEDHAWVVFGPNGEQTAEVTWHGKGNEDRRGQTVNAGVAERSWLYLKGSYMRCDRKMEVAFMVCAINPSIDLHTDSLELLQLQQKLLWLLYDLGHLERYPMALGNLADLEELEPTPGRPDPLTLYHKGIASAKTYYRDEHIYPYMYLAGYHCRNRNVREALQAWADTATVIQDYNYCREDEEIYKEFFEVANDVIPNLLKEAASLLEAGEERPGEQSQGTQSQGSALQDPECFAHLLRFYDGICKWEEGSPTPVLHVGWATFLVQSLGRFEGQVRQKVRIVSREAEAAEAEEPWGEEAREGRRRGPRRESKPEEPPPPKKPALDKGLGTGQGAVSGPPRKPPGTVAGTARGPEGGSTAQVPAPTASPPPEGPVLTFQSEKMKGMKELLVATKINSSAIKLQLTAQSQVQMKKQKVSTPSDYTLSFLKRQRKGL
# An asterisk follows results filed as active; ? = inconclusive; & = joins results of further samples; [ ] = dose if it differs, or a comment. Potency is read from the fitted curve at half-maximal effect.
Menin MLL FP TR	SMILES
39%[activator]	Cc1ccc(CC(Cc2nc3ccccc3[nH]2)c2nc3ccccc3[nH]2)cc1 (stereo not given)
-11%	OC[C@@H]1O[C@H](OC2[C@@H](O)[C@@H](O)C(O)O[C@@H]2CO)[C@H](O)[C@@H](O)[C@@H]1OC1O[C@H](CO)[C@@H](O)[C@H](O)[C@@H]1O (stereo not given in full)
11%	COc1cc(-c2coc3cc(OCc4ccccc4)c(OC)c(O)c3c2=O)cc(O)c1OC
-5%	CCN(CC)C(=O)c1cccnc1
-11%[11.7 µM]	CC(C)CO/N=C1/C[C@@H](O)[C@@H](O)[C@@H]2[C@H]3C(=O)N(c4ccc(F)cc4F)C(=O)[C@@H]3CC[C@H]12
?	COc1ccc2[nH]cc(CCNc3nc(-c4cccc(C#N)c4)nc4ccccc34)c2c1
35%[activator]	CNc1nc(-c2cccc(C#N)c2)nc2ccccc12
20%[24.8 µM]	C[C@@H]1CNCCN1S(=O)(=O)c1cccc2cnccc12
0%	O=S(=O)(c1ccccc1)N1CCC2(CCN(C(c3ccccc3)c3ccccc3)CC2)CC1
-5%	N#Cc1cccc(-c2nccc(-n3ccnc3)n2)c1

# Brought forward from above: 2 entries, then new ones.
Menin MLL FP TR	SMILES
0%	O=S(=O)(c1ccccc1)N1CCC2(CCN(C(c3ccccc3)c3ccccc3)CC2)CC1
-5%	N#Cc1cccc(-c2nccc(-n3ccnc3)n2)c1
0%	O=C(c1cnccn1)N1CCC2(CC1)CCN(c1ncccn1)CC2
5%	CC(O)CCCCn1c(=O)c2c(ncn2C)n(C)c1=O (stereo not given)
-2%	O=S(=O)(CCC(F)=C(F)F)c1nnnn1C1CCCCC1
-12%[24.8 µM]	CCc1cc2c(c(CC)n1)CCC(=O)N2Cc1ccc(-c2ccccc2-c2nn[nH]n2)cc1
-4%	COc1ccccc1CN1CCC2(CC1)CCN(C(=O)c1c(C)noc1C)CC2
-19%	CCCC[C@@H]1CCCO[C@@](C(=O)NCC2CC2)(C(F)(F)F)C1
-12%	CC1=CC2C(C(C)C)CCC(C)(O)C2CC1 (stereo not given)
5%	O=c1[nH]c(Cl)nc2c1ncn2C1OC(CO)C(O)C1O (stereo not given)
0%	COc1ccccc1CN1CCC2(CC1)CCN(C(=O)c1cccc(F)c1)CC2
1%	Cc1c(O)cc(O)c2c(=O)c(-c3ccc(O)cc3)coc12

# Fetched one by one from above, 6 records:
Menin MLL FP TR	SMILES
1%	Cc1c(O)cc(O)c2c(=O)c(-c3ccc(O)cc3)coc12
-2%	O=S(=O)(CCC(F)=C(F)F)c1nnnn1C1CCCCC1
0%	COc1ccccc1CN1CCC2(CC1)CCN(C(=O)c1cccc(F)c1)CC2
0%	O=C(c1cnccn1)N1CCC2(CC1)CCN(c1ncccn1)CC2
-12%[24.8 µM]	CCc1cc2c(c(CC)n1)CCC(=O)N2Cc1ccc(-c2ccccc2-c2nn[nH]n2)cc1
5%	O=c1[nH]c(Cl)nc2c1ncn2C1OC(CO)C(O)C1O (stereo not given)

# Taken from above.
# For Menin MLL FP TR, CC1=CC2C(C(C)C)CCC(C)(O)C2CC1 (stereo not given) reads -12%
# For Menin MLL FP TR, CC(O)CCCCn1c(=O)c2c(ncn2C)n(C)c1=O (stereo not given) reads 5%
# For Menin MLL FP TR, COc1ccccc1CN1CCC2(CC1)CCN(C(=O)c1c(C)noc1C)CC2 reads -4%
# For Menin MLL FP TR, Cc1c(O)cc(O)c2c(=O)c(-c3ccc(O)cc3)coc12 reads 1%

# Later entries.
Menin MLL FP TR	SMILES
16%	O=C([O-])[C@@H]1[O][Sb+]([O][Sb+]2[O][C@H]([C@H](O)CO)[C@H](O)[C@H](C(=O)[O-])[O]2)[O][C@H]([C@H](O)CO)[C@@H]1O
12%	O=c1c(-c2ccccc2)nc2cncnc2n1Cc1ccc(F)cc1
6%[24.8 µM]	CC(=O)N1CCN(C)CC1
6%[24.8 µM]	N[C@@H](C(=O)O)[C@H](CC(=O)O)c1ccc(Cl)cc1
15%	NCC1O[C@@H](OC2C(N)CC(N)C(O)C2O[C@@H]2OC(CO)C(O)C2O)C(N)C(O)C1O (stereo not given in full)
-9%[24.8 µM]	O=C(Cc1ccccc1)Nc1nc2ccc(Cl)cc2c2nc(-c3ccco3)nn12
-15%[11.7 µM]	C/C(CCN1CCCc2nc(C)c(C)cc21)=N\OC[C@@H](O)COCc1ccco1
9%	O=S(=O)(O)c1cc(N=C=S)ccc1/C=C/c1ccc(N=C=S)cc1S(=O)(=O)O
-1%	CC(=O)Nc1ccc(OCCOCCOc2ccc(NC(C)=O)cc2)cc1
4%	COc1ccc(-n2c(=O)c(C)nc3cnc(Oc4ccccc4)nc32)cc1
2%	CCCCCC=CCC=CCCCCCCCC(=O)OCC
-9%	COc1c2ccccc2nc2occc12
24%	CCCCCCCCCCCCCCCCCC(=O)OCC(C)O (stereo not given)
?	C=C1C[C@H](OC(=O)C(C)(O)CCl)C2C(=C)C(=O)O[C@@H]2C2C1C[C@H](O)[C@]2(O)CCl (stereo not given in full)
2%[11.7 µM]	COC(=O)C/C=C\[C@@H](C)[C@@H](/C=N\OC[C@@H](C)[C@H](OCc1ccccc1)C(C)C)NS(=O)(=O)c1ccc(C)cc1
-8%	CCOC(=O)CNC(=O)O[C@@H]1C(=O)c2cc(OC)ccc2O[C@H]1c1ccc(OC)c(Br)c1
14%	O=c1c(-c2ccc(F)cc2)nc2cnc(N3CCNCC3)nc2n1Cc1cccs1
11%	O=c1c(-c2cccc(Cl)c2)nc2cncnc2n1Cc1ccc(F)cc1
-7%	COc1cccc([C@@H]2Oc3ccc(Br)cc3C(=O)[C@H]2OC(=O)Nc2ccc(C)c(Br)c2)c1
11%&0%&4%	NCCCC(O)(P(=O)(O)O)P(=O)(O)O
4%[24.8 µM]	Cn1cc(C(F)(F)F)nc1-c1ccc(OC[C@@H](O)CNCCOc2ccc(O)c(C(N)=O)c2)cc1
?	COc1ccc(/C=C/C(=O)c2cccs2)c(OC)c1
8%	O=C(Nc1cccc(F)c1)N1CCC2(CC1)CCN(C(=O)c1ccco1)CC2
?	Cc1cc(C)c(S(=O)(=O)Nc2cccc3cccnc23)c(C)c1
-20%	CC(C)(C)OC(=O)NCCCCC1=CC2=CC(=O)C(C)(OC(=O)C3CCCC3)C(=O)C2=CO1 (stereo not given)
-1%	COCOc1c2c(c(OCOC)c3c(OCOC)cccc13)/C(=N/NS(C)(=O)=O)C1=C2CCCC1
1%	CC1(C)OCC([C@H](O)C2=CCCCC2=O)CO1
-10%	CCCCCCCCCCCCCCCCOC[C@H](COP(=O)([O-])OCC[N+](C)(C)C)OC(=O)NC
36%[activator]	C[C@@]12C=Cc3occc3[C@H]1CC[C@@]13C[C@@H](CC[C@H]12)[C@@](O)(CO)C3
1%[24.8 µM]	CCN1CCC[C@@H](OC(=O)C(c2ccccc2)c2ccccc2)C1
-18%	O=C(c1cc(C(F)(F)F)cc(C(F)(F)F)c1)N1CCC2(CCCN(Cc3nccs3)C2)CC1
5%	COc1cc(OC)c2c(OC)c(-c3ccc4c(c3)OCO4)c(=O)oc2c1
31%[activator]	CN(C)c1nc(-c2cccc(C#N)c2)nc2ccccc12
-4%	N[C@@H](Cc1cc(CP(=O)(O)O)cc(-c2ccccc2Cl)c1)C(=O)O
6%	CC(=O)N[C@@H](CC(=O)O)C(=O)N[C@@H](CCC(=O)O)C(=O)O
13%	CNc1ncnc2ccc(-c3ccccc3CN(C)C)cc12
0%	CC(=O)O[C@@H]1CC[C@@]2(C)[C@H](C1)[C@H](OC(C)=O)C[C@@H]1[C@@H]2C[C@H]2[C@@H]3CN4C[C@H](C)CC[C@H]4[C@H](C)[C@H]3CC[C@@]12O
-1%	COc1ncc2nc(-c3ccc(F)cc3)c(=O)n(C)c2n1
0%	CC(C)NC(=O)N1CC[C@@]2(CCCN(C(=O)c3cccn3C)C2)C1
3%[11.7 µM]	CCOC(=O)N/N=C1/C[C@@H](O)[C@@H](O)[C@@H]2[C@@H]3C(=O)N(C[C@@H]4CCCO4)C(=O)[C@H]3CC[C@@H]12
4%	c1ccc(CNc2cc(-c3ccoc3)ncn2)cc1
-7%	COc1ccccc1CN1CCC2(CC1)CCN(C(=O)c1cccn1C)CC2
25%	C=C(C)[C@]12C[C@@H](C)[C@@]34OC(Cc5ccccc5)(O[C@@H]1[C@@H]3C=C(COC(=O)Cc1cc(OC)c(O)cc1I)C[C@]1(O)C(=O)C(C)=C[C@@H]41)O2
-3%	CN(C)c1ccc(-c2ccc3ncnc(N(C)Cc4ccco4)c3c2)cc1
-1%	CCC/C=C1\CCCOC(C(=O)NCc2ccc(C)o2)(C(F)(F)F)C1 (stereo not given)
?	C/C(CCC(=O)OC[C@@H]1O[C@H](C#Cc2ccccc2)C=C[C@@H]1Oc1ccc(C)cc1)=N/O[C@@H](C)c1cn([C@H](CO)Cc2ccccc2)nn1
11%	CC[C@@H]1Cn2c(c3nc(-c4cc(Cl)cc(Cl)c4Cl)nc-3n(C)c2=O)N1
?	N#Cc1ccccc1-c1ccc2ncnc(NCc3cccs3)c2c1
-16%	COc1ccc(C(=O)N2CCC[C@@]3(CCN(CC(C)C)C3)C2)cc1
14%	C=CCC(O)c1ccccc1 (stereo not given)

# The results go on:
Menin MLL FP TR	SMILES
48%[activator]	O=S(=O)(c1ccccc1Br)N(Cc1ccccc1)Cc1ccco1
-10%	O=C(CN1CCNCC1)NC1CCCCC1
30%[activator]	O=S(=O)(Nc1cccc2cccnc12)c1ccccc1O
2%	O=C(c1ccco1)N1CCC[C@@]2(CCN(C(c3ccccc3)c3ccccc3)C2)C1
?	CCCCCCCCCCCCCCCCOCCOCCOCCOCCOCCOCCOCCOCCOCCOCCOCCOCCOCCOCCOCCOCCOCCOCCOCCOCCO
?	COC(=O)C(Cc1ccccc1)NS(=O)(=O)c1cc(Br)ccc1Br (stereo not given)
4%	N#CCCS(=O)(=O)c1ccccc1
1%[11.7 µM]	COC(=O)C/C=C\[C@@H](C)[C@@H](/C=N\OCC[C@H]1C=C[C@H](OC(C)=O)[C@@H](COC(C)=O)O1)NS(=O)(=O)c1ccc(C)cc1
-14%	N=C(N)N1Cc2ccccc2C(O)C1 (stereo not given)
3%	CC[C@H](C)[C@H](NC(=O)[C@@H](N)CCC(=O)O)C(=O)N[C@@H](CC(C)C)C(=O)N[C@@H](CC(=O)O)C(=O)N[C@H](C(=O)N1CCC[C@H]1C(=O)N[C@@H](CO)C(=O)N[C@H](C(=O)O)[C@@H](C)O)C(C)C
-6%	CCCCC(CC)CCC(CC(C)C)OS(=O)(=O)O (stereo not given)
5%	O=C(O)[C@@H]1CSCN1
?	COc1cc(O)c2c(=O)c(O)c(-c3ccc(O)c(O)c3)oc2c1
-16%	CC[C@H](C)[C@H](NC(=O)[C@H](Cc1cnc[nH]1)NC(=O)[C@@H](N)CCC(=O)O)C(=O)N1CCC[C@H]1C(=O)N[C@@H](C)C(=O)O
17%	NCCCC[C@H](NC(=O)[C@@H]1CCCN1C(=O)[C@@H](N)CCCN=C(N)N)C(=O)N1CCC[C@H]1C(=O)N[C@@H](CCC(N)=O)C(=O)N[C@@H](CCC(N)=O)C(=O)N[C@@H](Cc1ccccc1)C(=O)O
-25%	Cc1ccccc1-c1nc(NCCN2CCOCC2)c2ccccc2n1
-11%[24.8 µM]	CC[C@H](C)[C@@H]1O[C@]2(CC[C@@H]1C)C[C@H]1C[C@H](CC=C(C)[C@@H](O[C@@H]3C[C@H](OC)[C@H](O[C@@H]4C[C@H](OC)[C@H](O)[C@H](C)O4)[C@H](C)O3)[C@@H](C)C=CC=C3CO[C@@H]4[C@@H](O)C(C)=C[C@@H](C(=O)O1)[C@]34O)O2
17%[11.7 µM]	CCOC(=O)CCN1C(=O)[C@H]2[C@H]3[C@H](O)[C@H](O)C/C(=N/OCC(C)C)[C@H]3CC[C@@H]2C1=O
18%	C[C@@H]1C(=O)N(S(=O)(=O)c2ccc([N+](=O)[O-])cc2)[C@H]1c1ccccc1
-4%[24.8 µM]	C=C1CC/C=C(\C)CC[C@@H]2[C@@H]1CC2(C)C
-18%	COc1cccc(Nc2ncc3nc(-c4ccc(Cl)cc4)c(=O)n(CCC#N)c3n2)c1
-5%	c1ccc2c(N3CCNCC3)nc(-c3ccc4c(c3)OCO4)nc2c1
-1%	O=c1c(-c2cc(F)cc(F)c2)nc2cncnc2n1-c1ccccc1
-12%[11.7 µM]	COc1ccc(COC(=O)N/N=C2/C[C@@H](O)[C@@H](O)[C@@H]3[C@H]4C(=O)N(c5ccc(F)cc5F)C(=O)[C@@H]4CC[C@H]23)cc1
?	COc1ccc(-c2ccc(C)cc2)cc1C1C2C=CCCC2(C)C(=O)N1Cc1ccccc1 (stereo not given)
-2%[11.7 µM]	C=CC[C@@H]1C=C[C@H](Oc2ccc(C)cc2)[C@H](COC(=O)NCc2cccc3ccccc23)O1
-11%	Cn1cc(-c2nc3cncnc3n(-c3ccccc3)c2=O)c2ccccc21
1%	CS(=O)(=O)Nc1cccc(-c2ccc3ncnc(NCc4cccnc4)c3c2)c1
10%	COc1ccc2c(c1)C(=O)[C@@H](OC(=O)N[C@H]1CCCc3ccccc31)[C@H](c1ccc(OC)c(Br)c1)O2
3%	OC[C@H]1NC[C@H](O)[C@@H](O)[C@@H]1O
18%	C=C(NC(=O)C(=C)NC(=O)c1csc(C2=NC3c4csc(n4)C4NC(=O)c5csc(n5)C(C(C)(O)C(C)O)NC(=O)C5CSC(=N5)C(=CC)NC(=O)C(C(C)O)NC(=O)c5csc(n5)C3(CC2)NC(=O)C(C)NC(=O)C(=C)NC(=O)C(C)NC(=O)C(C(C)CC)NC2C=Cc3c(C(C)O)cc(nc3C2O)C(=O)OC4C)n1)C(N)=O (stereo not given)
?	O=c1cc(-c2ccc(O)cc2)oc2c(-c3cc(-c4cc(=O)c5c(O)cc(O)cc5o4)ccc3O)c(O)ccc12
27%	COc1ccc(NC(=O)N2CC3(CCN(C(=O)c4ccc(OC)cc4)CC3)C2)cc1
-19%	CCCCCC/C=C/c1ccc(C2C3C=CCC(C)C3C(=O)N2Cc2ccccc2)c(F)c1 (stereo not given)

# Some of the compounds tested; the hit share may differ from the screen's.
